Glioma ERSR ind – qHTS for Inducers of the Endoplasmic Reticulum Stress Response (ERSR) in Human Glioma: qHTS; Potency, µM, without a hit: top-dose activation, actives largely listed as activators; 420,000 tested, 0.02% active; U87-MG GRP78 promoter luciferase reporter, 16 h; further: potency means the concentration at half of the fitted maximal effect; series mostly up to about 76 µM; % of control where 0% means no effect; nearly all actives have a fitted effect of over 35% in size
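ERSR induction read as luciferase luminescence (Bright-Glo, 10 min at room temperature) in stably transfected human U87-MG glioma cells exposed to compounds for 16 h, using GRP78 as sensor.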
USP1-UAF1 inh – Inhibitors of USP1/UAF1: Primary Screen; Potency, µM (top dose mostly 57.1 µM), for the others: top-dose activity change, negative = inhibition, actives largely listed as inhibitors; Ubiquitin carboxyl-terminal hydrolase 1 (Homo sapiens), O94782; 390,000 tested, 0.23% active; recombinant USP1/UAF1, Ub-Rhodamine cleavage fluorescence; further: potency means the concentration at half of the fitted maximal effect; on the % scale 0 is the no-effect control and ±100 the full control effect; nearly all actives have a fitted effect of over 60% in size; inactives centre near -12
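USP1/UAF1 complex at 1 nM was preincubated with compound for 15 min at room temperature, then Ub-Rho substrate (150nM final) was added. Fluorescence (480/540 nm) was read kinetically, 6 reads every 60 seconds.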
Vif-APOBEC3F blk – qHTS for Inhibitors of Vif-A3F Interactions: qHTS; 390,000 tested, 0.2% active; Potency, µM (titrated, usually from 46.1 µM), for inactives: at the highest dose activity, negative = active; AID 602313, 2012; HeLa A3F-eYFP + Vif (tagged APOBEC3F with the HIV-1 protein that degrades it), YFP fluorescence increase; further: potency means the concentration at half of the fitted maximal effect; % of control where 0% means no effect; nearly all actives have a fitted effect of over 65% in size
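HeLa cells stably expressing A3F-eYFP plus Vif, plated and incubated overnight at 37 deg C, then exposed to compounds overnight at 37 deg C. Blocked degradation read as raised yellow fluorescence (Ex 488/Em 500-530).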
IDH1 R132H inh – qHTS for Inhibitors of mutant isocitrate dehydrogenase 1 (IDH1): qHTS; Isocitrate dehydrogenase [NADP] cytoplasmic (Homo sapiens), O75874; IDH1-R132H enzyme, NADPH consumption, diaphorase/resazurin fluorescence; Potency, µM (highest dose often 76.6 µM), inactives show at the highest dose activity change, negative = inhibition, actives largely listed as inhibitors; 390,000 tested, 0.093% active; further: potency means the concentration at half of the fitted maximal effect; on the % scale 0 is the no-effect control and ±100 the full control effect; nearly all actives have a fitted effect of over 65% in size
Target sequence (O75874 whole entry R132H, stated change not applied): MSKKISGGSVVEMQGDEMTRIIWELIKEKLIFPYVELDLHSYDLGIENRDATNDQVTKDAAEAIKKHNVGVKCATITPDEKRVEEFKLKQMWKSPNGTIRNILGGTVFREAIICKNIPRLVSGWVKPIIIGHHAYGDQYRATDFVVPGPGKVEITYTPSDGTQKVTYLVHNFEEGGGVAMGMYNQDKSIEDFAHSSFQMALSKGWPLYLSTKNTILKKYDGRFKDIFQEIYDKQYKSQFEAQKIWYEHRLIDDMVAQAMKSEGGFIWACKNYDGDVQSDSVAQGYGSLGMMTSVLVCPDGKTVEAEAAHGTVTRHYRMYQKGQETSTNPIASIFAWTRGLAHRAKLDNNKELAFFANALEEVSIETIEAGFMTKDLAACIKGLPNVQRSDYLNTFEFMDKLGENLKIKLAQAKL
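IDH1-R132H (0.5 ug/mL dispensed) in pH 7.5 Tris buffer was preincubated 30 min with compound, then given a substrate mix of 0.016 mM NADPH and 2 mM alpha-KG for 80 min at room temperature; remaining NADPH was read by diaphorase/resazurin fluorescence.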
TrxR1 inh – qHTS Assay for Inhibitors of Mammalian Selenoprotein Thioredoxin Reductase 1 (TrxR1): qHTS; 390,000 tested, 1% active; recombinant rTrxR1, NADPH fluorescence consumption, selenite substrate; Thioredoxin reductase 1, cytoplasmic (Rattus norvegicus), O89049; Potency, µM (top dose mostly 114 µM), inactives show at the top dose activity change, negative = inhibition, actives largely listed as inhibitors; further: potency means the concentration at half of the fitted maximal effect; on the % scale 0 is the no-effect control and ±100 the full control effect; nearly all actives have a fitted effect of over 65% in size
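Rat TrxR1 (90 nM in the dispensed reagent) was pre-reduced with 400 uM NADPH for 5 min at room temperature, then incubated with compound for 15 min. After 400 uM selenite was added, NADPH fluorescence (Ex 340/Em 450 nm) was followed for 8 min.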
RGS4 inhibitor – Inhibitors of Regulator of G Protein Signaling (RGS) 4: qHTS | 390,000 tested, 0.039% active | Regulator of G-protein signaling 4 (Homo sapiens), P49798 | Potency, µM (series often up to 114 µM), for inactives: at the top dose activity change, negative = inhibition, usual class: inhibitors | Transcreener GDP fluorescence polarization, RGS4-accelerated GTP hydrolysis; further: potency means the concentration at half of the fitted maximal effect; on the % scale 0 is the no-effect control and ±100 the full control effect; nearly all actives have a fitted effect of over 75% in size; some results filed as inactive show a strong effect at the top dose
Target sequence (P49798 whole entry, looked up): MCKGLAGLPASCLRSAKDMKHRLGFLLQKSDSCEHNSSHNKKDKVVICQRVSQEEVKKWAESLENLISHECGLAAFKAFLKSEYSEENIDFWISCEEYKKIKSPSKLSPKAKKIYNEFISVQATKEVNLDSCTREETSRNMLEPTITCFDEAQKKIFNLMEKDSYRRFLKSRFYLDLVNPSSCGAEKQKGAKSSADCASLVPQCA
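MLSMR compounds (23 nl, pin-transferred) preincubated 10 min at room temperature with a 500nM (2x) first reagent, then RGS4 at 900nM (2x) plus Transcreener GDP mix added; fluorescence polarization (620/688 nm) read before and after 90 min at 30 °C.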
TrxR1 substrate – qHTS Assay for Substrates of Mammalian Selenoprotein Thioredoxin Reductase 1 (TrxR1): qHTS. purified TrxR1 substrate turnover, NADPH consumption readout. Potency, µM (doses to about 114 µM), inactives show at the highest dose activity change, negative = substrate turnover. 390,000 tested, 0.01% active; further: potency means the concentration at half of the fitted maximal effect; on the % scale 0 is the no-effect control and ±100 the full control effect; nearly all actives have a fitted effect of over 50% in size
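Rat TrxR1, dispensed at 90 nM, was prereduced with 400 uM NADPH (final) for 5 min at ~22 deg C, then incubated with compound 15 min before 400 uM selenite. A first-read NADPH fluorescence drop versus no-compound background flagged substrates.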
Vif-A3G inh – qHTS for Inhibitors of Vif-A3G Interactions: qHTS | DNA dC->dU-editing enzyme APOBEC-3G (Homo sapiens), Q9HC16 | HeLa A3G-eYFP + Vif (tagged APOBEC3G with the HIV-1 protein that degrades it), YFP fluorescence, overnight | Potency, µM (titrated, usually from 46.1 µM), without a hit: top-dose activity, negative = active, actives largely listed as inhibitors | 410,000 tested, 0.076% active;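 further: potency means the concentration at half of the fitted maximal effect; on the % scale 0 is the no-effect control and ±100 the full control effect; nearly all actives have a fitted effect of over 60% in size; hits raise eYFP signal because A3G escapes Vif-driven loss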
Target sequence (Q9HC16 whole entry, looked up): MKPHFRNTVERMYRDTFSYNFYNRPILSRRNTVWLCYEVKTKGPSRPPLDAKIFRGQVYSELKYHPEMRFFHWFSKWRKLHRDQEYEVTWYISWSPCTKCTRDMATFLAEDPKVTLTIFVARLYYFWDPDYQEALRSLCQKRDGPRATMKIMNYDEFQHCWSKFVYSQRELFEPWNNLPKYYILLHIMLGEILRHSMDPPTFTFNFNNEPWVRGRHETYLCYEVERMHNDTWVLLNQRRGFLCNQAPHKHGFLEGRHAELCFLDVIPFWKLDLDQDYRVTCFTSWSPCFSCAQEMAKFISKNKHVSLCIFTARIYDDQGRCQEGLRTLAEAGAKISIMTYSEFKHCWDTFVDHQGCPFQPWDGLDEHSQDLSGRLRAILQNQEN
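Read-out is eYFP fluorescence (Ex 488/Em 500-530) from Vif-expressing HeLa A3G-eYFP cells; more signal means A3G escaped Vif-mediated degradation. Cells plated overnight, compound pinned in, incubated overnight at 37 deg C.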
LDHA block – qHTS assay for inhibitors of human lactate dehydrogenase | L-lactate dehydrogenase A chain (Homo sapiens), P00338 | purified LDHA, NADH/diaphorase-resazurin fluorescence; stronger effect = lower value | 480,000 tested, 0.15% active | activity change, % (values are at about 110 or 230 µM); in the data active means activity change below about -30%; inconclusive means mostly about -25% to -30%;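 further: plate controls were DMSO wells for no effect and wells without enzyme for full effect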
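LDH5 2 nM; NADH 0.06 mM, pyruvate 0.2 mM; 200 mM Tris pH 7.4, EDTA, Tween-20; 5 min RT. Detection: diaphorase 0.133 mg/mL + resazurin 37 µM, fluorescence ex540/em590 at 0 and 20 min; normalized to enzyme-free and DMSO wells.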
Active calls of the source: *; ? = inconclusive; & = joins results of further samples; [ ] = dose if it differs, or a comment. Unless noted, the call rests on the fitted dose curve; in most records, active means well fitted curve in the direction sought with a large enough effect; inconclusive means small, poorly fitted or top-dose-only effect, or another doubt; inactive means no such curve, though single readings can be large; an effect the other way counts as inactive or inconclusive.

SMILES	Glioma ERSR ind	USP1-UAF1 inh	Vif-APOBEC3F blk	IDH1 R132H inh	TrxR1 inh	RGS4 inhibitor	TrxR1 substrate	Vif-A3G inh	LDHA block
COC(=O)C1=C(C(=O)OC)[C@@H]2Nc3ccccc3[C@@]23C[C@@H](C(=O)OC)N(C(=O)CC(C)C)C3=N1	-2%	19%	2%	-9%	-1%	9%	-7%	4%	-2
CC[N+](C)(C)CCN(Cc1ccc(Cl)cc1)c1ccccn1	-7%	-10%	-3%	-2%	13%[57.1 µM]	21%	33%[57.1 µM]	3%	-15
Cc1cccc(C)c1NC(=O)CN(C)C(=O)CSCc1c(C)noc1C	-4%	0%	-1%	-1%	6%	1%	0%	2%	-3
CCOc1nc2cnccc2n(CC(=O)Nc2ccccc2F)c1=O	-5%	-19%	6%	-6%	-8%	6%	-2%	-5%	-4
O=C1c2ccccc2C(=O)N1c1ccc(S(=O)(=O)N2CCN(c3ccccc3)CC2)cc1	-3%	0%	6%	0%	6%	-13%	-3%	1%	-1
C=CCOc1ccc(/C(O)=C2\C(=O)C(=O)N(CCCOC)C2c2ccc(O)c(OC)c2)cc1 (stereo not drawn)	-2%	-2%	3%	-1%	-5%	9%	-8%	0%	3
CCSc1nc2c(c(=O)[nH]1)C(C(C)C)C(C#N)=C(N)O2 (stereo not drawn)	-2%	-17%	0%	-10%	10%[57.1 µM]	0%	10%[57.1 µM]	0%	-1
CC(CN(C)Cc1ccccc1)OC(=O)c1cccs1 (stereo not drawn)	-3%	-18%	-17%	14%	1%	-2%	-2%	-4%	10
COc1ccccc1C(=O)Nc1nnc(-c2ccc3c(c2)CCCC3)o1	-2%	-27%	-8%	9%	21%	-15%	4%	-7%	1
CC(C)CCNC(=O)c1onc(CSc2ccncc2)c1C(=O)NCCC(C)C	-3%	-10%	-13%	9%	17%[57.1 µM]	-3%	2%[57.1 µM]	-12%	4
Cc1ccc(NC(=O)COC(=O)Cc2ccsc2)c(C)c1	-7%	8%	-3%	-3%	-4%[57.1 µM]	-1%	1%[57.1 µM]	-3%	-9
Cc1cc2c3c(c1C)C1(C(=O)N3C(C)(C)CC2C)C(C#N)=C(N)Oc2cc(O)ccc21 (stereo not drawn)	-3%	-16%	0%	-14%	-5%	-7%	-7%[57.1 µM]	-8%	0
NC(=O)CC(NC(=O)Cc1ccc(Cl)cc1)c1ccc(NCCN2CCOCC2)c([N+](=O)[O-])c1 (stereo not drawn)	-2%	?	1%	3%	11%	0%	0%	0%	0
COc1ccc(OCc2ccc(-c3nc(C#N)c(N4CCC(C)CC4)o3)o2)cc1	-3%	-14%	-9%	0%	7%	7%	6%	0%	-11
NNC(=O)c1sc2cc(C(F)(F)F)cnc2c1-c1ccccn1	1%	-10%	4%	2%	15%[57.1 µM]	-21%	6%[57.1 µM]	0%	-3
CCn1c(O)c(N=NC(=O)C(O)c2ccccc2)c2ccccc21 (stereo not drawn)	1%	-11%	?	9%	0%	-5%	1%	-10%	3
COc1ccccc1OC(C)C(=O)N1CCC(Cc2ccccc2)CC1 (stereo not drawn)	-7%	-13%	3%	15%	14%	-25%	-1%	-3%	-17
COc1ccc(OC)c(CCNC(=O)C(C)n2c(C)c3cnn(-c4ccccc4)c(=O)c3c2C)c1 (stereo not drawn)	-2%	-12%	10%	11%	4%	14%	-3%	4%	-3
CC(OC(=O)c1ccc(NS(=O)(=O)c2ccc3[nH]c(=O)[nH]c3c2)cc1)C(=O)Nc1cccc(Cl)c1Cl (stereo not drawn)	-6%	-18%	-9%	?	13%	-10%	-1%	-6%	-3
CC(Oc1ccc(Cl)cc1Cl)C(=O)NNC(=O)[C@@H]1CCCC[C@@H]1C(=O)O (stereo partly drawn)	-2%	-12%	4%	0%	18%	17%	1%	0%	-2
COC(=O)c1ccc(CSc2nnc(-c3ccncc3)o2)o1	-4%	-4%	-14%	3%	21%[57.1 µM]	12%	8%[57.1 µM]	-2%	-4
CCN1CCN(S(=O)(=O)c2ccc(Cl)c(C(=O)NCc3nc4ccccc4[nH]3)c2)CC1	6%	-15%	-9%	5%	12%[57.1 µM]	9%	8%[57.1 µM]	7%	-6
CCOC(=O)/C(=N/Nc1ccccc1OC)N1CCCc2ccccc21	-3%	-20%	15%	-9%	-9%	13%	-6%	-5%	9
COCCn1nnnc1C(c1ccccc1Cl)N1CCN(c2ccccc2OC)CC1 (stereo not drawn)	-5%	-13%	3%	0%	-13%	-37%	-11%	1%	2
Cc1csc2nc(COC(=O)c3cccc(N(C)C)c3)cc(=O)n12	-5%	-11%	-8%	7%	-19%	0%	-5%	1%	1
Cc1cccc(N2C(=O)CC(Sc3ccccc3C(=O)O)C2=O)c1 (stereo not drawn)	-5%	-10%	-1%	6%	56µM*	-52%	-3%	0%	-2
COc1cc(OC)c(OC)cc1CNCCNC(=O)c1ccco1	0%	-10%	1%	1%	13%	22%	2%	-4%	-7
CCOC(=O)c1c(NCC(C)C)c2ccccc2[nH]c1=O	-11%	-13%	-2%	8%	-7%	6%	-8%	-1%	-5
O=C(Nc1ccc(C(=O)N2CCN(c3ccc(Cl)cc3)CC2)cc1)C1=CSCCO1	-4%	-23%	-1%	0%	19%	27%	0%	1%	1
CCCCCN1C=CC(=C2C(=O)c3ccccc3C2=O)C=C1	-1%	-24%	-7%	-6%	-1%[57.1 µM]	1%	-5%[57.1 µM]	2%	-8
COC(=O)[C@@H](NC(=O)Nc1cc(Cl)ccc1C)C(C)C	-1%	1%	-4%	13%	4%	9%	-7%	-5%	1
CCOC(=O)NC(Nc1nc2ccccc2s1)(C(=O)OCC)C(F)(F)F (stereo not drawn)	1%	-2%	1%	0%	0%	-41%	-6%	-2%	2
COC(=O)c1sc(S(=O)(=O)Nc2ccc(Br)cc2)c(C(=O)OC)c1C	-4%	-3%	0%	3%	-2%[57.1 µM]	6%	1%[57.1 µM]	-14%	1
CC(C)OC(=O)CSc1nc2cccnc2n1-c1ccc(F)cc1	-3%	2%	-8%	5%	-18%	-4%	-14%	1%	-3
CCCCC(=O)NC(=S)Nc1cccc(Cl)c1N1CCCCC1	-4%	-9%	?	-1%	-7%	-9%	-9%	2%	3
CN(C)/C=C/C(=O)c1cnc(-c2ccc(Cl)cc2)s1	1%	-16%	6%	-1%	11%[57.1 µM]	-18%	4%	-1%	-3
O=C(CCn1ccc2cc(S(=O)(=O)N3CCCC3)ccc21)NCc1ccccc1Br	-3%	-7%	3%	-6%	15%	5%	4%	-11%	1
O=C(NC1CCC(=O)N(CCSc2ccccc2)CC1)OCc1ccccc1 (stereo not drawn)	-1%&-2%	-9%	9%	5%	4%&-3%	22%	-3%&-6%	4%&3%	-8
CC(=O)c1c(C)[nH]c(C(=O)CSc2nc3ccccc3n2C)c1C	-3%	-1%	7%	11%	11%[11.4 µM]	-9%	-5%[11.4 µM]	-8%	-3
Cc1nc2c(-c3ccccc3)cnn2c(N)c1-c1ccccc1	-9%	-8%	11%	0%	0%[57.1 µM]	3%	36%	-6%	-4

Limited to Vif-A3G inh, for two of the compounds above:
Structure,Vif-A3G inh
Cc1csc2nc(COC(=O)c3cccc(N(C)C)c3)cc(=O)n12,1%
O=C(NC1CCC(=O)N(CCSc2ccccc2)CC1)OCc1ccccc1 (stereo not drawn),4%&3%

Remaining list, next part:
SMILES	Glioma ERSR ind	USP1-UAF1 inh	Vif-APOBEC3F blk	IDH1 R132H inh	TrxR1 inh	RGS4 inhibitor	TrxR1 substrate	Vif-A3G inh	LDHA block
CCn1nnnc1SCC(=O)N1CCN(c2ccccc2)CC1	-1%	-8%	-4%	10%	26%	35%	4%	-1%	-1
O=c1c2ccccc2c(C=NCCO)c(O)n1-c1ccccc1	-4%	-4%	-6%	2%	2%[57.1 µM]	-12%	7%[57.1 µM]	2%	-2
COc1ccc(CC(=O)NC2CC(C)(C)NC(C)(C)C2)cc1OC	1%	8%	2%	-16%	3%	6%	-1%	1%	-6
Clc1ccc(-c2nnc(N3CCOCC3)o2)cc1	-6%	-6%	-1%	0%	22%	0%	78%[activator]	-13%	0
CCn1cc(C(=O)NCc2ccc(C)o2)c2cc(OC)c(OC)cc2c1=O	-1%	-17%	-7%	6%	22µM*	-2%	-1%	-8%	5
Cc1cc(C)c(C#N)c(OCc2ccc(Cl)nc2)n1	-4%	-22%	0%	4%	33%[57.1 µM]	-27%	-13%[57.1 µM]	-2%	-3

Some of the compounds tested; rates above refer to the full screens.
